Compound activity from PubChem.
aSyn tox rescue = qHTS of alpha-syn Inhibitors: NCGC Sytravon Library Screen | S. cerevisiae alpha-synuclein toxicity rescue, BacTiter-Glo growth, 24 h | Potency, µM (titrated, usually from 46.1 µM), without a hit: at the highest dose growth rescue (activation), actives largely listed as activators | 0.02% of 94,000 active | AID 1347070, 2019; active = well fitted activation curve with a large enough effect; inconclusive = small, poorly fitted or top-dose-only effect; note: 0% is about no effect
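Growth restoration measured by BacTiter-Glo luminescence after 24 hr at 30 deg C; alpha-synuclein yeast, raffinose-pregrown to mid-log, were added at OD600=0.02 in galactose medium onto pinned compounds.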
An asterisk follows results filed as active; ? = inconclusive; & = joins results of further samples; [ ] = another dose, or the depositor's remark. Potency is the fitted concentration of half-maximal effect.

SMILES | aSyn tox rescue
CCCNC(=O)C1Cc2cc(S(=O)(=O)N3CCCCCC3)ccc2N1C(C)=O (configuration not stated) | 2%
Cc1ccc2c(Cl)cc(Cl)c(OCC(=O)N(C(C)C)C(C)C)c2n1 | 7%
Cc1ccc(C(=O)N2CC(C)CC(C)C2)cc1NC1=NC2CS(=O)(=O)CC2S1 (configuration not stated) | 4%
O=C(CCC(=O)N1CCOc2ccccc21)Nc1ccc(F)cc1F | 4%
COc1ccc(C(CC(=O)Nc2ccc(C)cn2)N2Cc3ccccc3C2=O)cc1OC (configuration not stated) | 6%
CCCn1c2ccccc2c2cnn(CC(=O)N3CCN(c4ccccc4)CC3)c(=O)c21 | 3%
Cc1nc2ccccc2c(=O)n1NC(=O)c1cncc(Br)c1 | 2%
CC(C)c1ccc(NC(=O)CCS(=O)(=O)c2cccc3nonc23)cc1 | 6%&-13%
Cc1ccc(C)c(N2CCN(C(=O)CCc3c(C)nc4c(c3C)c(=O)n(C)c(=O)n4C)CC2)c1 | -6%
CC(=O)Nc1ccc(C(=O)OCC(=O)NCCC2=CCCCC2)cc1 | -4%
O=C(Nc1cccc(-c2ccccc2)c1)N1CCN(C(=O)Nc2cccc(-c3ccccc3)c2)CC1 | -8%
O=c1[nH]c2ccc(N=Cc3c(O)ccc4cc(Br)ccc34)cc2[nH]1 | -6%
Cc1[nH]c2ccccc2c1SCCNC(=O)c1ccc(F)cc1 | ?
Nc1nc(Nc2cccc(Cl)c2)nc(NCc2ccco2)c1[N+](=O)[O-] | 8%
C=CCC(CC=C)(CNC(=O)C(=O)Nc1cccc(C(F)(F)F)c1)c1ccccc1 | -1%
COCC(=O)Oc1cc(-c2ccc(C)cc2C)c(OC(=O)COC)c(-c2ccc(C)cc2C)c1 | -9%
Cc1cccc(N2CCN(S(=O)(=O)c3ccc4c(c3)C(C)(C)C(=O)N4C)CC2)c1C | 1%
Cc1cc(C)n(C(C)CNC(=O)c2ccc3c(c2)OCO3)n1 (configuration not stated) | 8%
Clc1ccc(-c2nnnn2-c2ccc(Cl)cc2)cc1 | -11%
COC(=O)c1ccccc1NC(=O)c1sc2nc(C)cc(C)c2c1NC(=O)c1ccccc1Cl | -3%
CCOc1cc(/C=N/NC(=O)c2nnn(-c3nonc3N)c2C)ccc1OCc1ccc(C)cc1 | 9%
Cc1cc(C)cc(NC(=O)CCC(=O)N2Cc3ccccc3Oc3ncccc32)c1 | -6%
CCc1ccccc1NC(=O)Cn1nnc(C(=O)Nc2ccc(OC)c(OC)c2)c1N | 0%
O=C(Nc1cc(C(F)(F)F)cc(C(F)(F)F)c1)Nc1cnn(-c2ccc([N+](=O)[O-])cc2)c1C(F)(F)F | -59%[inhibitor]
CC(=O)N1CCc2c(sc3c2c(=O)n(-c2ccccc2C)c(=O)n3CC(=O)c2ccccc2)C1 | -7%

Arranged by SMILES length (highest first): part of the list above
SMILES | aSyn tox rescue
Cc1ccc(C)c(N2CCN(C(=O)CCc3c(C)nc4c(c3C)c(=O)n(C)c(=O)n4C)CC2)c1 | -6%
COC(=O)c1ccccc1NC(=O)c1sc2nc(C)cc(C)c2c1NC(=O)c1ccccc1Cl | -3%
CCCn1c2ccccc2c2cnn(CC(=O)N3CCN(c4ccccc4)CC3)c(=O)c21 | 3%
Nc1nc(Nc2cccc(Cl)c2)nc(NCc2ccco2)c1[N+](=O)[O-] | 8%

The main list resumes, starting four compounds before the break.
SMILES | aSyn tox rescue
Cc1cc(C)cc(NC(=O)CCC(=O)N2Cc3ccccc3Oc3ncccc32)c1 | -6%
CCc1ccccc1NC(=O)Cn1nnc(C(=O)Nc2ccc(OC)c(OC)c2)c1N | 0%
O=C(Nc1cc(C(F)(F)F)cc(C(F)(F)F)c1)Nc1cnn(-c2ccc([N+](=O)[O-])cc2)c1C(F)(F)F | -59%[inhibitor]
CC(=O)N1CCc2c(sc3c2c(=O)n(-c2ccccc2C)c(=O)n3CC(=O)c2ccccc2)C1 | -7%
O=S(=O)(c1ccc(-c2cc(C(F)(F)F)on2)s1)N1CCN(c2cccc(Cl)c2)CC1 | 1%
CC(C)c1ccc(NC(=O)C2CCN(S(=O)(=O)c3ccc(Br)s3)CC2)cc1 | 3%
CCOc1ccc(Cn2c(CNS(=O)(=O)c3cccs3)nc3cccnc32)cc1 | -1%
O=S(=O)(c1ccc(Cl)cc1)c1nnn2c1nc(NCc1ccc3c(c1)OCO3)c1sccc12 | 2%
Cc1cc(C)c(C(=O)/C=C/c2ccco2)c(=O)[nH]1 | 11%
Cc1ccc(CSc2nc3ccncc3[nH]2)cc1 | -3%
Cc1c(C=Nc2ccc(S(=O)(=O)CCO)cc2)c(O)[nH]c(=O)c1C#N | -3%
COC(=O)c1nnn(-c2cccc(C)c2)c1N | 5%
CCOC(=O)C1(Cc2ccccc2)CCN(Cc2cnc(N3CCOCC3)s2)CC1 | -16%
Cc1ccc(Cl)cc1NC(=O)CCS(=O)(=O)c1ccc2c(c1)n(C)c(=O)c(=O)n2C | -8%&3%
Cc1c(C(=O)NCc2ccc(Cl)cc2)sc2nc3n(c(=O)c12)CCCCC3 | 3%
COc1ccc(S(=O)(=O)Nc2ccc(-c3cn4ccsc4n3)cc2)cc1C | 5%
CCSc1ncc(Cl)c(C(=O)Nc2c(C(=O)c3ccc(C)c(F)c3)oc3ccccc23)n1 | -8%
Cc1ccc(OCC(=O)Nc2ccc3[nH]c(=O)sc3c2)cc1 | -1%
Cc1nc(N)nc(N)c1CCCc1ccc(Cl)c(Cl)c1 | 17%
COCCCNc1ncnc2c1c(-c1ccccc1)cn2-c1ccc(C)c(Cl)c1 | -28%
CCOC(=O)Cn1nc(C)c(NC(=O)COc2ccccc2[N+](=O)[O-])c1C | 4%
CSc1ccccc1NC(=O)C1C2CCC(C2)C1C(=O)O (configuration not stated) | -2%
Cc1cc(C)c2nc(NNC(=O)c3ccc(S(=O)(=O)N4CC(C)CC(C)C4)cc3)sc2c1 (configuration not stated) | -6%
O=C(Cn1cnc2onc(-c3ccc(F)cc3)c2c1=O)Nc1ccc(F)c(Cl)c1 | 8%
COc1ccc(NC(=O)/C=C/c2ccco2)cn1 | -6%
COc1ccc(CSc2ccc(S(=O)(=O)N3CCCC3)cn2)cc1F | 2%
CC(/C=N/N1CCN(c2ccc(C)cc2)CC1)=C\c1ccccc1 | 2%
O=C(CNCc1ccc(Cl)cc1)Nc1ccc(C(=O)N2CCCCCC2)cc1 | 6%
O=C(O)c1ccc2c(c1)C(=O)N(c1cccc3ccccc13)C2=O | -48%[inhibitor]
SMILES | aSyn tox rescue
O=C(CN1CCC(NC(=O)C2CCCCC2)CC1)Nc1cccc(F)c1 | -7%
COCCNc1nc2c(c(=O)n(Cc3cccc(Br)c3)c(=O)n2C)n1C | 2%
CCN(Cc1nc(-c2ccccc2)no1)C(=O)c1ccc2c(c1)OCO2 | 9%
COc1ccc(-n2c3c(c(=O)[nH]c2=O)C(NC(=O)c2ccccc2Cl)(C(F)(F)F)C(=O)N3)cc1 (configuration not stated) | 3%
COc1ccc(NC(=O)Cc2nnc(SCC(=O)Nc3ccccc3)n2C)cc1 | 4%
CCOC(=O)c1ccc(NC(=O)c2nc(SC(C)C)ncc2Cl)cc1 | -10%
CC(=O)Nc1ccccc1NC(=O)c1cc(C)ccc1C | 0%
Cc1ccc(CNC(=O)c2ccc(Cn3c(=O)c4ccccc4n(CC(=O)Nc4ccc(C)cc4)c3=O)cc2)cc1 | -2%
COc1ccc(NC(=O)CSc2nc(-c3ccccc3)c3ccccc3n2)cc1 | -10%
CCc1ccccc1NC(=O)Cn1nnc(C(=O)NCc2ccccc2Cl)c1N | -6%
Cn1c(SCC(=O)N/N=C/c2ccco2)nc2ccccc21 | -4%
Cn1nccc1C(=O)OCC(=O)Nc1ccccc1 | -6%
Cc1ccc(C)c(S(=O)(=O)N2CCCC2CNC(=O)C(=O)NCc2ccccc2C)c1 (configuration not stated) | -33%[inhibitor]
COc1ccc(N2CCN(C(=O)c3nn(C)c4c3CS(=O)(=O)c3ccccc3-4)CC2)cc1 | 4%
Cc1c(Br)c([N+](=O)[O-])nn1CC(=O)Nc1ccc(C(N)=O)cc1 | -8%
CCc1cccc(OCC(=O)Nc2c[nH]c(=O)[nH]c2=O)c1 | 10%
CCOC(=O)Cn1c(S(=O)(=O)Cc2ccccc2)nc2ccccc21 | -7%
O=C(CCCn1c(=O)c2cccn2c2cccnc21)NCCc1ccc(Cl)cc1 | -12%
CCOC(=O)c1ccccc1NC(=O)c1cnc(N2CCOCC2)c2ccccc12 | 7%
COc1ccc(NC(=O)C(=O)NCC(c2cccnc2)N2CCc3ccccc32)cc1OC (configuration not stated) | -10%
COc1ccc(CNC(=O)CCc2c(C)nn(-c3ccc(N4CCCC4)nn3)c2C)c(OC)c1 | -2%
O=C(CSc1nncn2c1cc1sccc12)Nc1ccc(Br)cc1F | -14%
O=C(Nc1cc(C(F)(F)F)ccc1N1CCCC1)C1CC(=O)N(Cc2ccccc2)C1 (configuration not stated) | -2%
CCCc1cc(=O)n2[nH]c(C(F)(F)F)nc2n1 | 3%
CC(Sc1ccc(Cl)cc1)C(=O)NCC(c1ccco1)N1CCCCC1 (configuration not stated) | 10%
SMILES | aSyn tox rescue
COc1cc(OC)cc(C(=O)Nc2cccc(NC(=O)c3cccs3)c2)c1 | 0%
C[C@@H]1CCCCO[C@H](CN(C)C(=O)Nc2ccc(F)cc2)[C@@H](C)CN([C@H](C)CO)C(=O)c2cc(NC(=O)c3ccccc3)ccc2O1 | -3%
Cc1cc(C(=O)COC(=O)C2=COCCO2)c(C)n1-c1cccc(F)c1 | 12%
CCCCCn1c(-c2cccc(C)c2)nc2ccccc21 | 5%
CS/C(=N\S(=O)(=O)c1cccs1)Nc1ccc(N2CCOCC2)cc1 | 16%
Cc1oc(-c2ccc(C(=O)Nc3ccccc3F)cc2)nc1COc1ccccc1 | -13%
Cc1ccc(-n2nnnc2SCC#N)cc1 | -4%
O=C(NNS(=O)(=O)c1ccccc1C(F)(F)F)c1cc2ncc(C(F)(F)F)cc2s1 | -2%
CC1CCN(C(=O)c2ccc(CNc3c(N4CCCC4)c(=O)c3=O)cc2)CC1 | -7%
CCN(CC(=O)NCc1ccc(Cl)cc1)C(=O)CCC(=O)c1ccc(C)cc1 | -4%
CCOCc1cc(CN2CCN(c3ccccc3OC)CC2)c(O)c2ncccc12 | 5%
CCOc1ccc(C2C(=O)N(C3CCCCC3)CC(=O)N2C2CCCC2)cc1OC (configuration not stated) | 7%
Cc1cc2[nH]c(=O)c(=O)[nH]c2cc1S(=O)(=O)N1CCN(c2cccc(C(F)(F)F)c2)CC1 | 9%
CSc1ccc(CCNC(=O)c2cc3c(-c4ccccc4F)nn(C)c3s2)cc1 | -2%
O=C(Cn1ccc([N+](=O)[O-])n1)NCc1cccnc1 | -8%
CCOc1ccccc1NC(=O)N1CC(CC)Oc2ccccc21 (configuration not stated) | 12%
CCOC(=O)N1CCN(C(=O)CS(=O)(=O)Cc2nc(-c3ccccc3C)oc2C)CC1 | -2%
Fc1ccc(-c2cn3cc(Cc4ccc(Cl)cc4)sc3n2)cc1 | 22%
CCCCCCN1C[C@@H](O)[C@H](n2cc(C3CC3)nn2)C[C@@H]1c1ccc(C)cc1 | 7%
CNC(=O)c1c(NC(=O)/C=C/c2ccccc2Cl)sc2c1CCC2 | 6%
O=C(NCCCN1CCOCC1)/C(=C/c1ccc(-c2cccc([N+](=O)[O-])c2)o1)NC(=O)c1ccccc1 | 1%
Cc1ccc(-c2nnc(SCC(=O)NC(C)(C)C)nc2-c2ccc(C)cc2)cc1 | 3%
COc1ccc(CN(C(=O)Cc2coc3ccc(C)cc23)C2CCS(=O)(=O)C2)cc1 (configuration not stated) | 4%
CCOC(=O)C1=C(O)C(=O)N(c2ccc(S(N)(=O)=O)cc2)C1c1ccc(Br)cc1 (configuration not stated) | 0%
Cc1ccc(-n2c(=O)c3ccc(C(=O)NCc4ccco4)cc3n(Cc3ccccc3Cl)c2=O)cc1 | -13%
SMILES | aSyn tox rescue
CCCCNC(=O)CC1NCCNC1=O (configuration not stated) | -7%
Cc1ccc(S(=O)(=O)c2nc(S(=O)(=O)c3ccc(C)cc3)c(NCCCOC(C)C)s2)cc1 | -1%
Cc1cccn2c(=O)c3cc(C(=O)NC4CCCC4)c(=N)n(C4CCCCC4)c3nc12 | 0%
CCOc1ccc(OCC)c(Nc2nc3ccc(C(=O)c4ccccc4)cc3n3cnnc23)c1 | 4%
COc1ccc(C2(C(=O)Nc3ccc(OC)cc3OC)CCCC2)cc1 | 29%
COc1ccc(S(=O)(=O)N2CCOCC2)cc1NC(=O)Cc1ccc(F)cc1 | 5%
Cc1cc(C)c2[nH]c(=O)c(CN(Cc3ccco3)C(=S)NCC3CCCO3)cc2c1 (configuration not stated) | 4%
O=C(Cc1cccs1)NCc1cc(Cl)cc(Cl)c1 | 9%
C[C@@H]1CN([C@H](C)CO)C(=O)c2cc(Br)cnc2O[C@@H]1CN(C)C(=O)C1CCOCC1 | 1%
CCCc1cnc(N2CCN(S(=O)(=O)c3cccs3)CC2)nc1 | -3%
CCC(C(=O)Nc1cc(C)ccc1OC)n1nnc(C(=O)OC)c1C(=O)OC (configuration not stated) | -4%
COc1ccc(CNC(=O)c2ccc(-c3nc(CSc4ccc(C)cc4)c(C)o3)cc2)cc1OC | 4%
O=C(NCc1ccccc1)c1ccc2c(c1)CCN2S(=O)(=O)c1ccccc1 | 5%
CCOC(=O)C(=CNc1ccc2c(c1)nnn2-c1ccc(Cl)cc1)C(=O)OCC | -6%
CCOC(=O)c1cccc(NC(=O)C2=C(C)C(=O)OC23CCCCC3)c1 | -8%
Cc1ccc(S(=O)(=O)c2nc(-c3ccco3)oc2SC(C)C)cc1 | 2%
CCOc1ccc(S(=O)(=O)Nc2ccc3oc(C)c(C(=O)OC(C)C)c3c2)cc1 | ?
CC(C)c1nnc(NC(=O)CC23CC4CC(CC(C4)C2)C3)s1 | 2%
Cn1ccnc1C(=O)c1cccc(Br)c1 | 3%
CCN(c1cc(C)cc(C)c1)S(=O)(=O)c1nnc(NC(=O)c2ccccc2C)s1 | -3%

This is a subset; count on the stated rates, not on these rows.
